# Vif-APOBEC3G blk = qHTS for Inhibitors of Vif-A3G Interactions: qHTS; HeLa A3G-eYFP + Vif (tagged APOBEC3G with the HIV-1 protein that degrades it), YFP fluorescence, overnight; Potency, µM (doses to about 46.1 µM), inactives show at the highest dose activity, negative = active, usual class: inhibitors; 0.076% of 410,000 active;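 note: potency is the fitted concentration of half-maximal effect; % is set by controls: 0 for no effect and ±100 for the full control effect; nearly all actives have a fitted effect of over 60% in size; hits raise eYFP signal because A3G escapes Vif-driven loss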
#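 HeLa cells stably expressing Vif and C-terminally eYFP-tagged A3G, seeded overnight at 37 deg C, then exposed to compound by pintool overnight at 37 deg C. Rise in yellow fluorescence (Ex 488/Em 500-530, Acumen) marks blocked Vif-driven A3G degradation.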
# PI4K2A block = qHTS for small molecular inhibitors of PI4K2A | AID 1346378, 2018 | 0.13% of 420,000 active | purified PI4K2A, ADP-Glo luminescence, 1 h; stronger effect = lower value | activity change, negative = inhibition, % at 76.9 µM; in the data active = activity change below about -50%; inconclusive = mostly about -30% to -49%;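 note: -100% = wells without enzyme as full effect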
# Target sequence (Q9BTU6 whole entry, looked up): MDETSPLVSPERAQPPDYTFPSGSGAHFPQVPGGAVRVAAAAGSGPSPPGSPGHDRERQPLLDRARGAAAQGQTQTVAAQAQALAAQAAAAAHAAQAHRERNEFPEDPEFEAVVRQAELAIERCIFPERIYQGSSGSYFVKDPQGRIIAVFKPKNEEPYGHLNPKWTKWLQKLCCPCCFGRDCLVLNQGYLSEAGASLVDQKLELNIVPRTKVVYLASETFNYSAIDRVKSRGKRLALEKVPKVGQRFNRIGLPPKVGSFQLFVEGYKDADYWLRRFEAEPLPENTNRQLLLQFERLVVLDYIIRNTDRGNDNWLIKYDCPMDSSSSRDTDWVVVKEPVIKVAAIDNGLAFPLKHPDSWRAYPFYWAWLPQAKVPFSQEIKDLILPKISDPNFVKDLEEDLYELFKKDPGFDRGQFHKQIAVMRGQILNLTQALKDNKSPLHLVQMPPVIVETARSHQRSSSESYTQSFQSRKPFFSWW
#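 Compounds are screened against recombinant PI4K2A using PI as substrate and ATP, the latter dispensed at 300 microM. Reactions run one hour at ambient temperature before ADP-Glo detection; full inhibition defined by wells lacking enzyme.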
# LDHA block = qHTS assay for inhibitors of human lactate dehydrogenase; L-lactate dehydrogenase A chain (Homo sapiens), P00338; purified LDHA, NADH/diaphorase-resazurin fluorescence; stronger effect = lower value; activity change, % (values are at about 110 or 230 µM); 0.15% of 480,000 active; AID 1347041, 2019; in the data active = activity change below about -30%; inconclusive = mostly about -25% to -30%;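 note: plate controls were DMSO wells for no effect and wells without enzyme for full effect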
#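 LDH5 2 nM; NADH 0.06 mM, pyruvate 0.2 mM; 200 mM Tris pH 7.4, EDTA, Tween-20; 5 min RT. Detection: diaphorase 0.133 mg/mL + resazurin 37 µM, fluorescence ex540/em590 at 0 and 20 min; normalized to enzyme-free and DMSO wells.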
# IDH1 R132H inh = qHTS for Inhibitors of mutant isocitrate dehydrogenase 1 (IDH1): qHTS | Isocitrate dehydrogenase [NADP] cytoplasmic (Homo sapiens), O75874 | IDH1-R132H enzyme, NADPH consumption, diaphorase/resazurin fluorescence | Potency, µM (series often up to 76.6 µM), inactives show at the top dose activity change, negative = inhibition, usual class: inhibitors | 0.093% of 390,000 active; note: potency is the fitted concentration of half-maximal effect; % is set by controls: 0 for no effect and ±100 for the full control effect; nearly all actives have a fitted effect of over 65% in size
#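 IDH1-R132H (0.5 ug/mL) preincubated 30 min with compound, then NADPH (0.016 mM) and alpha-KG (2 mM) added; 80 min at RT, pH 7.5. Remaining NADPH coupled via diaphorase/resazurin to fluorescence (540/590 nm); concentration-response curves normalized to no-enzyme control.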
# Vif-APOBEC3F blk = qHTS for Inhibitors of Vif-A3F Interactions: qHTS; HeLa A3F-eYFP + Vif (tagged APOBEC3F with the HIV-1 protein that degrades it), YFP fluorescence increase; Potency, µM (highest dose often 46.1 µM), for the others: at the top dose activity, negative = active; 0.2% of 390,000 active; note: potency is the fitted concentration of half-maximal effect; % of control where 0% means no effect; nearly all actives have a fitted effect of over 65% in size
#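 Fluorescence increase (Ex 488/Em 500-530) after overnight compound treatment at 37 deg C flags inhibition of Vif-driven A3F-eYFP loss in stable HeLa A3F-eYFP/Vif cells seeded overnight beforehand.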
# RXFP1 ag = qHTS Assay for Agonists of the Relaxin Receptor RXFP1; 0.3% of 370,000 active; AID 2676, 2010; Relaxin receptor 1 (Homo sapiens), Q9HBX9; HEK293T-RXFP1 cAMP TR-FRET, 30 min; response scale: percent of porcine relaxin response, buffer zero; Potency, µM (top dose mostly 57.5 µM), without a hit: top-dose activation, most hits filed as activators; note: potency is the fitted concentration of half-maximal effect; % is set by controls: 0 for no effect and ±100 for the full control effect; nearly all actives have a fitted effect of over 60% in size; many of its hits are not listed in these tables
#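 Agonist response is measured as cAMP accumulation in an RXFP1-transfected HEK293T line under PDE4 inhibition. Values are scaled between buffer-only and 29 nM porcine relaxin, and EC50s come from standard Hill equation fits.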
# USP1 inh = Inhibitors of USP1/UAF1: Primary Screen; recombinant USP1/UAF1, Ub-Rhodamine cleavage fluorescence; AID 743255, 2014; 0.23% of 390,000 active; Potency, µM (series often up to 57.1 µM), without a hit: at the highest dose activity change, negative = inhibition, hits mostly inhibitors; note: potency is the fitted concentration of half-maximal effect; % is set by controls: 0 for no effect and ±100 for the full control effect; nearly all actives have a fitted effect of over 60% in size; inactives centre near -12
#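 In this screen, compounds sit with the deubiquitinase complex (1nM) for 15 min at room temperature before Ub-Rho is added at 150nM final. Fluorescence rise is then followed for 6 reads every 60 seconds.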
# TrxR1 substrate = qHTS Assay for Substrates of Mammalian Selenoprotein Thioredoxin Reductase 1 (TrxR1): qHTS | AID 588456, 2011 | purified TrxR1 substrate turnover, NADPH consumption readout | 0.01% of 390,000 active | Potency, µM (highest dose often 114 µM), for the others: top-dose activity change, negative = substrate turnover; note: potency is the fitted concentration of half-maximal effect; % is set by controls: 0 for no effect and ±100 for the full control effect; nearly all actives have a fitted effect of over 50% in size
# Target sequence (O89049 whole entry, looked up): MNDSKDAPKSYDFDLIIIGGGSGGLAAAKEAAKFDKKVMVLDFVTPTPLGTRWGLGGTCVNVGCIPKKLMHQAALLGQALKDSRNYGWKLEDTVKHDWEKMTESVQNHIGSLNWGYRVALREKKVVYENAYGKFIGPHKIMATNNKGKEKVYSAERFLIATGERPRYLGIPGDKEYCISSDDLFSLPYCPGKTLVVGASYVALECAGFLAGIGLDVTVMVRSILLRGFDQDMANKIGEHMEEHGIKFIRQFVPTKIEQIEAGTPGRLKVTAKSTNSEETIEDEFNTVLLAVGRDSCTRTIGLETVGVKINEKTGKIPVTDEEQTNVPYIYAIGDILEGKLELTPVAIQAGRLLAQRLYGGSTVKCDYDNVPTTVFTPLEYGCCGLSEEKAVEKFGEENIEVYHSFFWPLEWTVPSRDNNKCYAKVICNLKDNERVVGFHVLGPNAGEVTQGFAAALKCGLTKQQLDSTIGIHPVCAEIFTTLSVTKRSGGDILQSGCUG
#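 Rat TrxR1, dispensed at 90 nM, was prereduced with 400 uM NADPH (final) for 5 min at ~22 deg C, then incubated with compound 15 min before 400 uM selenite. A first-read NADPH fluorescence drop versus no-compound background flagged substrates.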
# Glioma ERSR ind = qHTS for Inducers of the Endoplasmic Reticulum Stress Response (ERSR) in Human Glioma: qHTS | U87-MG GRP78 promoter luciferase reporter, 16 h | Potency, µM, without a hit: top-dose activation, hits mostly activators | 0.02% of 420,000 active | AID 602332, 2012; note: potency is the fitted concentration of half-maximal effect; series mostly up to about 76 µM; % of control where 0% means no effect; nearly all actives have a fitted effect of over 35% in size
#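 ERSR induction read as luciferase luminescence (Bright-Glo, 10 min at room temperature) in stably transfected human U87-MG glioma cells exposed to compounds for 16 h, using GRP78 as sensor.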
# * = called active by the depositor; u = inconclusive; x = no result given; [ ] = dose if it differs, or a comment. Unless noted, calls come from the whole dose curve; as a rule, active = well fitted curve in the direction sought with a large enough effect; inconclusive = small, poorly fitted or top-dose-only effect, or another doubt; inactive = no such curve, though single readings can be large; an effect the other way counts as inactive or inconclusive. These rows are one share of the data (hit frequency here may not be typical).
SMILES,Vif-APOBEC3G blk,PI4K2A block,LDHA block,IDH1 R132H inh,Vif-APOBEC3F blk,RXFP1 ag,USP1 inh,TrxR1 substrate,Glioma ERSR ind
CCOc1ccc(-c2c(C(=O)N/N=C/c3sccc3C)nnn2-c2nonc2N)cc1,-2%,6,-4,-8%,0%,-0.2%,-27%,1%,-3%
CC1CN(C(=O)N2CCC(C(=O)NCc3cccs3)CC2)c2cc(Cl)ccc2O1 (centres undefined),-1%,0,-7,-6%,-2%,2.9%,-13%,7%,-2%
Nc1ccc2oc(-c3cccc(Br)c3)nc2c1,0%,0,5,3%,-1%,7.6%,-2%,12%,-1%
c1ccc(-n2ncc3c2ncn2nnnc32)cc1,-2%,-3,-5,9%,4%,2.5%,58%[activator],4%,-3%
Cc1cccc(C(=O)NCc2nnc(SCC(=O)N3CCN(c4ccccc4)CC3)n2C)c1,-4%,0,-13,-3%,-10%,x,-17%,10%,0%
CC(=O)c1cccc(NC(=O)COC(=O)Cn2cnc3ccccc32)c1,-3%,-2,-16,-1%,3%,x,-10%,-2%,0%
CC[C@H]1CCCCc2ccccc2[C@@H](C(=O)C[C@@H](O)CC(C)=O)OC1=O,3%,0,1,0%[38.3 µM],-6%,x,-27%,1%,-2%
Cc1ccc(-c2csc(N3CCN(c4cc5c(cc4Cl)nc(-c4ccncc4)n5CCN4CCCCC4)CC3)n2)cc1,1%,-3,6,5%,-2%,0.4%,-6%,-5%,0%
CN(C)c1ccc(/C(=N\O)c2ccccc2)cc1,0%,-4,7,3%,-6%,-1.4%,-4%,-8%,6%
O=C1CC(c2ccccc2)CC(=O)C1CS(=O)(=O)c1ccccc1 (centres undefined),-4%,-17,1,-6%,-16%,0.2%,-17%,0%,3%
O=C(O)c1cccnc1SCc1cccc(Br)c1,1%,2,-1,8%,3%,-3.0%,-17%,4%,3%
Cc1ccccc1OCC(=O)N1CCN(C(=O)COc2ccccc2C)CC1,-1%,-12,-3,-6%,0%,3.7%,-2%,-2%,-4%
N#Cc1nnn(-c2cc(Cl)cc(Cl)c2)c1N,-5%,1,0,5%,-1%,1.1%,-20%,3%,-2%
Fc1ccc(CN2CCCCCCC2)cc1,1%,-1,-8,4%,6%,0.1%,-9%,7%[57.1 µM],-7%
Nn1c(SCC(=O)Nc2ccc3c(c2)OCO3)nnc1C1CCCCC1,1%,-3,-1,2%,-21%,2.2%,-4%,-9%,0%
O=C(CCCC(=O)N1CCCc2ccccc21)N1CCCc2ccccc21,-2%,3,1,2%,-3%,0.7%,-2%,7%[57.1 µM],-5%
O=C(c1ccc(C(F)(F)F)cc1)N1CCC(=O)N(C(COCc2ccc(C(F)(F)F)cc2)Cc2ccccc2)CC1 (centres undefined),1%,-4,6,16%,2%,0.3%,u,-12%,-1%
COc1ccc(CNC(=O)C(Cc2ccccc2)n2cccc2)cc1 (centres undefined),0%,1,-3,8%,5%,-0.6%,-14%,0%,1%
O=c1cc(CN2CCN(c3ccccc3)CC2)c2cc(O)c(-c3ccccc3)cc2o1,-12%,1,-1,-3%,-19%,0.6%,-4%,16%[57.1 µM],5%
COC(=O)CSc1nc(C)cc(C)c1C#N,5%,5,0,0%,-7%,1.3%,-11%,0%[57.1 µM],-2%
CC(=NNC(=S)N1CCN(C2CCCCCC2)CC1)c1ccccn1,1%,22,-3,3%,16%,x,-21%,-3%[11.4 µM],-5%
CCn1c(=O)n(CC)c2cc(N3CCCCC3)c(NC(=O)Nc3ccccc3C(F)(F)F)cc21,-1%,-4,8,u,-3%,-1.3%,-27%,5%[57.1 µM],-3%
COc1ccc(CCNC(=O)c2cc(-c3ccc(C)cc3)nc3n[nH]c(-c4ccccc4)c23)cc1OC,-10%,1,0,6%,-7%,0.3%,u,7%[57.1 µM],-1%
O=C(NNc1cc(N2CCOCC2)nc(N2CCOCC2)n1)C12CC3CC(CC(C3)C1)C2,-4%,-3,10,-2%,-20%,1.1%,-20%,1%,-4%
COc1ccc(-c2csc(C(O)c3ccc(F)cc3)n2)cc1 (centres undefined),-4%,-1,-4,x,x,x,x,x,4%
O=C(NCc1ccccc1Cl)c1ccc(Nc2nc3ccccc3n3nnnc23)cc1,-14%,1,-1,6%,u,23%,-26%,27%,-2%
c1ccc2c(CN3CCOCC3)csc2c1,3%,2,1,10%,4%,2.3%,-16%,-13%,3%
CCOC(=O)/C(C#N)=C1/C(=O)N(Cc2ccccc2)c2ccccc21,-3%,24,28,0%,-3%,0.8%,-23%,-7%[57.1 µM],1%
O=C(CN(Cc1ccco1)C(=O)c1ccccc1F)Nc1ccccc1C(F)(F)F,0%,-5,-5,0%,-3%,0.1%,-1%,-1%,3%
O=c1[nH]c(N/N=C/c2cc3c(cc2[N+](=O)[O-])OCO3)nc2ccccc12,-8%,0,-9,0%,-1%,1.5%,-15%,3%,7%

# The final 2 entries of the section before come first, to join the parts:
SMILES,Vif-APOBEC3G blk,PI4K2A block,LDHA block,IDH1 R132H inh,Vif-APOBEC3F blk,RXFP1 ag,USP1 inh,TrxR1 substrate,Glioma ERSR ind
O=C(CN(Cc1ccco1)C(=O)c1ccccc1F)Nc1ccccc1C(F)(F)F,0%,-5,-5,0%,-3%,0.1%,-1%,-1%,3%
O=c1[nH]c(N/N=C/c2cc3c(cc2[N+](=O)[O-])OCO3)nc2ccccc12,-8%,0,-9,0%,-1%,1.5%,-15%,3%,7%
CCOC(=O)C1CC(CN2C(=O)c3ccccc3C2=O)OC1=O (centres undefined),1%,-7,-7,10%,-13%,x,-2%,10%,2%
Fc1ccc(-c2nnn(Cc3nc4ccccc4s3)n2)cc1,1%,-5,-7,-1%,1%,1.7%,-14%,2%,2%
CSc1ccc(/C=c2\s/c(=C\C(=O)C(C)(C)C)n(CC(=O)NCCC3=CCCCC3)c2=O)cc1,-3%,8,-12,-2%,0%,0.7%,-18%,-8%,1%
Cc1cc2cc(CNC(=O)c3cccs3)ccc2[nH]1,0%,1,-3,6%,5%,1.4%,-16%,-2%[57.1 µM],-2%
CCCN(C(=O)c1cc(-c2ccco2)nc2ccccc12)c1c(N)n(Cc2ccccc2)c(=O)[nH]c1=O,0%,-12,-5,-6%,7%,-1.0%,0%,2%,-4%
Cc1ccccc1NC(=O)CCNS(=O)(=O)c1ccc2c(c1)CCC(=O)N2,6%,8,-1,4%,2%,3.1%,-24%,6%,-4%
CCN(CCCNC(=O)CNC(=O)c1nn(-c2ccc(OC)c(OC)c2)c(=O)c2ccccc12)c1ccccc1,0%,0,-4,-16%,0%,-1.5%,-16%,-6%,-4%
O=C(NCCSc1ccccc1)c1ccc(Br)cc1,-4%,-1,-6,1%,-10%,4.2%,-7%,-8%,-6%
COc1cccc(CNC(=O)CCS(=O)(=O)c2cccs2)c1,-2%,0,-1,6%,2%,3.9%,-15%,2%,-1%
COc1ccc(C)cc1NC(=O)CSc1nc2ccccc2nc1N1CCCC1,-1%,-11,-2,-4%,-3%,8.8%,-5%,8%[57.1 µM],1%
O=C(c1cc(F)ccc1F)C1CCCN(C(=O)c2ccc3nccnc3c2)C1 (centres undefined),1%,-1,0,1%,-4%,5.8%,-12%,1%,3%
Cc1cc(/C=N/Nc2ncnc(N)c2[N+](=O)[O-])c(C)n1-c1ccccc1,0%,-5,-1,0%,-4%,18%,-15%,1%,-16%
O=C(c1nn(Cc2ccccc2)c(=O)c2ccccc12)N1CCc2ccccc2C1,-10%,2,-4,-2%,0%,3.8%,-16%,-12%,-4%
Cc1cccc(C(=O)NC(=S)NC(C)c2ccccc2)c1 (centres undefined),1%,-1,-2,-2%,u,x,-21%,4%,0%
O=C(COc1ccc2c3c(c(=O)oc2c1)CCCC3)NCc1cccnc1,7%,-20,0,0%,3%,6.9%,-13%,82%[activator],-8%
O=C(NCc1ccccc1)c1ccc(CNc2c(N3CCCC3)c(=O)c2=O)cc1,-5%,1,-2,-4%,1%,5.4%,-19%,-4%,-6%
Cc1ccc(C)c(N(CC(=O)NN=C2CCN(C)CC2)S(=O)(=O)c2ccccc2)c1,-1%,5,-3,4%,-4%,6.9%,-5%,-7%,-3%
CCCCCc1cc(=O)oc2c(C(CCN(CC)CC)c3cc(OC)c(OC)c(OC)c3)c(OC)cc(OC)c12 (centres undefined),-25%,1,-8,-19%,1%,-2.2%,-1%,-4%,-12%
CCCCNC(=O)Cc1cc(=O)[nH]c(=O)[nH]1,-1%,0,-1,-8%,0%,-3.1%,-20%,-3%[57.1 µM],-2%
CCN1CCN(S(=O)(=O)c2ccc(Cl)c(C(=O)NC3CC3)c2)CC1,0%,4,-2,0%,0%,1.3%,-17%,-8%,-4%

# Source: PubChem BioAssay (National Center for Advancing Translational Sciences (NCATS))
